Assay outcomes deposited in PubChem by National Center for Advancing Translational Sciences (NCATS).
D2 antagonist: HTS Assay for Allosteric Antagonists of the Human D2 Dopamine Receptor: Primary Screen for Antagonists. D(2) dopamine receptor (Homo sapiens), P14416. HEK293 TREx D2 cells, calcium flux, dopamine EC80. inhibition, % at 10 µM. 340,000 tested, 2% active. AID 485344, 2010; in the data active = inhibition above about 30%; also: 0% is about no effect
Target sequence (P14416 whole entry, looked up): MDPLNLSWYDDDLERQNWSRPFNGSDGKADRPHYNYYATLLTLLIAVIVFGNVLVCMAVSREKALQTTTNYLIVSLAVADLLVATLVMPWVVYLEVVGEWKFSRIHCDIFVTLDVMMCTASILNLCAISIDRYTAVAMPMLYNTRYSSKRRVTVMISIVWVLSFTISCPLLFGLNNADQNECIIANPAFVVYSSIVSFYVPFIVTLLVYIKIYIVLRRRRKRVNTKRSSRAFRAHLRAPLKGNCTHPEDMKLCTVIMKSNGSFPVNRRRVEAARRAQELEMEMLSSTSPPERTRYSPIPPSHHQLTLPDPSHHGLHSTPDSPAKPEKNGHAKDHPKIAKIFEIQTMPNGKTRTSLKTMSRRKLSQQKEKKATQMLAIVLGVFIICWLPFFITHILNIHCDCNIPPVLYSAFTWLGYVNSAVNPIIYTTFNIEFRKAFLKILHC
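Calcium flux kinetic readout in an inducible HEK293 TREx D2 line plated overnight at 30 C. After 180 s compound exposure, an EC80 dopamine challenge follows with another 180 s kinetic read to detect antagonism.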
USP1-UAF1 inh: Inhibitors of USP1/UAF1: Primary Screen; AID 743255, 2014; 390,000 tested, 0.23% active; Potency, µM (highest dose often 57.1 µM), without a hit: top-dose activity change, negative = inhibition, most hits filed as inhibitors; Ubiquitin carboxyl-terminal hydrolase 1 (Homo sapiens), O94782; recombinant USP1/UAF1, Ub-Rhodamine cleavage fluorescence; also: potency is read from the fitted curve at half-maximal effect; % is scaled to controls: 0 for no effect and ±100 for the full control effect; nearly all actives have a fitted effect of over 60% in size; inactives centre near -12
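1 nM enzyme complex + cpd, 15 min RT; start with Ub-Rho 150nM final; kinetic fluorescence ex 480/em 540, 6 reads q60 s. Buffer 50mM HEPES pH 7.8, 0.5mM EDTA, 0.1 mg/ml BSA, 1mM TCEP, 0.01% Tween-20.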
rTrxR1 inhibitor: qHTS Assay for Inhibitors of Mammalian Selenoprotein Thioredoxin Reductase 1 (TrxR1): qHTS | Potency, µM (doses to about 114 µM), inactives show at the top dose activity change, negative = inhibition, most hits filed as inhibitors | Thioredoxin reductase 1, cytoplasmic (Rattus norvegicus), O89049 | 390,000 tested, 1% active | AID 588453, 2011 | recombinant rTrxR1, NADPH fluorescence consumption, selenite substrate; also: potency is read from the fitted curve at half-maximal effect; % is scaled to controls: 0 for no effect and ±100 for the full control effect; nearly all actives have a fitted effect of over 65% in size
Target sequence (O89049 whole entry, looked up): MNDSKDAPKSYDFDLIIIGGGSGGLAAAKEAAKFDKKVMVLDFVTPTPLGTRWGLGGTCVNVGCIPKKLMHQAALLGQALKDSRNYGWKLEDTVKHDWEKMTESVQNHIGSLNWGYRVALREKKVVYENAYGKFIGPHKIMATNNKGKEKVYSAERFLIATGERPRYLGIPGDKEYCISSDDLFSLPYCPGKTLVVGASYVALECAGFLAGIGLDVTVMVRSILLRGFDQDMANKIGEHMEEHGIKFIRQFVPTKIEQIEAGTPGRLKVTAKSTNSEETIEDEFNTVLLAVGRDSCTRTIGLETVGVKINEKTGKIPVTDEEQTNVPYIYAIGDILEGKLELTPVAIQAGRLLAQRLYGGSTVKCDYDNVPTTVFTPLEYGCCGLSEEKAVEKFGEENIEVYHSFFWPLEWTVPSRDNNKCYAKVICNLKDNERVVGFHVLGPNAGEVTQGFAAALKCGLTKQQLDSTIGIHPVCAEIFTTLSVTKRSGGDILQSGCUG
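Rat TrxR1 (90 nM in the dispensed reagent) was pre-reduced with 400 uM NADPH for 5 min at room temperature, then incubated with compound for 15 min. After 400 uM selenite was added, NADPH fluorescence (Ex 340/Em 450 nm) was followed for 8 min.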
D2 agonist: HTS Assay for Allosteric Agonists of the Human D2 Dopamine Receptor: Primary Screen for Agonists | HEK293 T-REx D2 cells, calcium flux agonist mode | activation, % at 2 µM | 340,000 tested, 0.53% active | AID 485358, 2010;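 active = activation over 3 SD above normal in the single-dose calcium agonist read, cut at about 30% in these data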; also: 0% is about no effect
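In this primary screen, compounds producing a positive calcium signal within 180 s of addition to tetracycline-induced, force-coupled HEK293 Trex D2 cells are flagged; cells are dye-loaded with a no-wash calcium kit beforehand.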
mIDH1 inhibitor: qHTS for Inhibitors of mutant isocitrate dehydrogenase 1 (IDH1): qHTS | Isocitrate dehydrogenase [NADP] cytoplasmic (Homo sapiens), O75874 | IDH1-R132H enzyme, NADPH consumption, diaphorase/resazurin fluorescence | Potency, µM (highest dose often 76.6 µM), inactives show top-dose activity change, negative = inhibition, hits mostly inhibitors | 390,000 tested, 0.093% active | AID 602179, 2012; also: potency is read from the fitted curve at half-maximal effect; % is scaled to controls: 0 for no effect and ±100 for the full control effect; nearly all actives have a fitted effect of over 65% in size
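IDH1-R132H (0.5 ug/mL dispensed) in pH 7.5 Tris buffer was preincubated 30 min with compound, then given a substrate mix of 0.016 mM NADPH and 2 mM alpha-KG for 80 min at room temperature; remaining NADPH was read by diaphorase/resazurin fluorescence.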
TRHR PAM: qHTS for Small Molecule Agonists and Allosteric Enhancers of Human TRH Receptor: Primary Screen for Enhancers. Thyrotropin-releasing hormone receptor (Homo sapiens), P34981. TRHR cells, fluo-8 calcium fluorescence, EC20 TRH enhancement. enhancement, % at 2 µM. 360,000 tested, 0.66% active. AID 493056, 2011; in the data active = enhancement above about 30%; also: 0% is about no effect
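Enhancer read-out: after compound pinning and an initial kinetic agonist-mode read, an EC20 of TRH (10 nM final) was injected and fluo-8 calcium signal (Ex 480/Em 530) followed at 1 s/cycle for 100 cycles in TRHR-expressing cells.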
TRHR agonist: qHTS for Small Molecule Agonists and Allosteric Enhancers of Human TRH Receptor: Primary Screen for Agonists. Thyrotropin-releasing hormone receptor (Homo sapiens), P34981. TRHR cells, calcium flux fluo-8, FDSS agonist mode. activation, % at 2 µM. 360,000 tested, 0.18% active; in the data active = activation above about 30%; also: 0% is about no effect
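TRHR-expressing cells loaded with fluo-8 calcium dye; 23 nL library compound pin-transferred, kinetic FDSS fluorescence (Ex 480/Em 530) recorded about 180 s for agonist-induced calcium release, before a 10 nM TRH EC20 addition for potentiator mode.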
PI4K2A block: qHTS for small molecular inhibitors of PI4K2A; Phosphatidylinositol 4-kinase type 2-alpha (Homo sapiens), Q9BTU6; purified PI4K2A, ADP-Glo luminescence, 1 h; hits give low values; activity change, negative = inhibition, % at 76.9 µM; 420,000 tested, 0.13% active; AID 1346378, 2018; in the data active = activity change below about -50%; inconclusive = mostly about -30% to -49%;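 also: -100% = wells without enzyme as full effect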
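Compounds are screened against recombinant PI4K2A using PI as substrate and ATP, the latter dispensed at 300 microM. Reactions run one hour at ambient temperature before ADP-Glo detection; full inhibition defined by wells lacking enzyme.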
TrxR1 substrate: qHTS Assay for Substrates of Mammalian Selenoprotein Thioredoxin Reductase 1 (TrxR1): qHTS | AID 588456, 2011 | Thioredoxin reductase 1, cytoplasmic (Rattus norvegicus), O89049 | Potency, µM (titrated, usually from 114 µM), for the others: top-dose activity change, negative = substrate turnover | purified TrxR1 substrate turnover, NADPH consumption readout | 390,000 tested, 0.01% active; also: potency is read from the fitted curve at half-maximal effect; % is scaled to controls: 0 for no effect and ±100 for the full control effect; nearly all actives have a fitted effect of over 50% in size
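Rat TrxR1, dispensed at 90 nM, was prereduced with 400 uM NADPH (final) for 5 min at ~22 deg C, then incubated with compound 15 min before 400 uM selenite. A first-read NADPH fluorescence drop versus no-compound background flagged substrates.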
* hit, by the source's call; u = inconclusive; x = no result given; & = joins results of further samples; [ ] = dose if it differs, or a comment. Unless noted, calls follow the shape of the dose curve; as a rule, active = well fitted inhibition curve with a large enough effect; inconclusive = small, poorly fitted or top-dose-only effect; inactive = no such curve, though single readings can be large or run the other way.

| compound | TRHR PAM | PI4K2A block | USP1-UAF1 inh | TrxR1 substrate | D2 antagonist | D2 agonist | rTrxR1 inhibitor | mIDH1 inhibitor | TRHR agonist |
| --- | --- | --- | --- | --- | --- | --- | --- | --- | --- |
| CC(=O)N(C)c1ccc(NS(=O)(=O)c2cccc3nsnc23)cc1 | 1 | 0 | -1% | -2%[57.1 µM] | 1 | 1.7 | 4%[57.1 µM] | 5% | 0.2 |
| CCc1cc(CNC(=O)CC2C(=O)NCCN2CC2CCCCC2)on1 (configuration not stated) | 2 | -15 | -15% | 8% | 12 | -0.4 | -14% | 5% | 0.4 |
| Cc1noc(C)c1NC(=O)Nc1cccc2c1O[C@H](CN(C)S(=O)(=O)c1ccccc1)[C@@H](C)CN([C@H](C)CO)C2=O | x | 1 | -24% | 3% | x | x | 17% | 5% | x |
| Cc1cc(NC(=O)c2oc3c(c2C)-c2[nH]ncc2CC3)ccc1Br | 4 | u | -15% | 2% | x | 0.0 | 8% | 14% | 0.0 |
| COc1cc(NC(=O)c2c(-c3ccccc3Cl)noc2C)c2ncccc2c1 | x | 0 | -16% | 2% | x | x | 15% | 13% | x |
| COc1ccc(OC)c(NC(=O)CSc2nc3[nH]c(=O)[nH]c(=O)c3s2)c1 | x | 1 | -20% | -3% | x | x | -2% | -7% | x |
| CCN(CC)C(=O)CSc1nnc(SCc2ccc(Cl)cc2)s1 | -6 | -2 | 3% | 9%[57.1 µM] | -12 | 0.4 | 10%[57.1 µM] | -3% | -0.9 |
| O=C(CSc1nc(O)cc(=O)n1-c1ccccc1)Nc1ccc2c3c(cccc13)CC2 | -4 | 0 | -4% | 7%[57.1 µM] | x | x | 18%[57.1 µM] | 3% | 0.5 |
| COc1ccc(-n2cc(CNCCc3cnc[nH]3)c(-c3cccc(F)c3)n2)cc1 | 7 | 1 | -5% | 9%[57.1 µM] | 3 | -3.5 | 1%[57.1 µM] | -3% | -2.2 |
| O=C(Cc1ccsc1)NNC(=O)c1ccccc1O | 1 | -3 | -1% | 6% | -10 | -0.3 | -4% | -7% | 0.1 |
| Cc1nc2n[nH]c(N)c2c2c1CCCC2 | -3 | 3 | -8% | 3% | 4 | 1.5 | 11% | 3% | 0.1 |
| COc1ccc(Cl)cc1N1C(=O)CC(Sc2ccccc2N)C1=O (configuration not stated) | 2 | 3 | -5% | -2%[11.4 µM] | -6 | -0.3 | 9%[11.4 µM] | 2% | 0.4 |
| Nc1ncnc2nc(SCC(=O)Nc3cccc(C(F)(F)F)c3)[nH]c12 | -2 | 8 | -41% | 3% | -13 | -0.6 | -4% | 0% | 0.1 |
| COC(=O)[C@]1(Cc2ccccc2)N[C@H](CN(C)C(C)=O)[C@@H]2C(=O)N(Cc3ccccc3)C(=O)[C@@H]21 | x | -1 | -20% | -7% | x | x | -2% | -13% | x |
| CC1(C(=O)N/N=C/c2ccc3c(c2)OCO3)CC1(Br)Br (configuration not stated) | -4 | 1 | -23% | -1% | 16 | 1.1 | 17% | -3% | -0.3 |
| CCCCCn1c(=O)c2c(nc3n2CCN3c2ccc(Br)cc2)n(C)c1=O | 0 | -2 | -23% | 0% | x | -1.0 | 10% | -5% | -0.1 |
| COc1ccc(OC)c(C2=NOC(C(=O)Nc3ccccc3SC)C2)c1 (configuration not stated) | 3 | 0 | -11% | 2% | -8 | x | 0% | 5% | -2.0 |
| Cc1ccccc1/C=C/c1cccc[n+]1C | 2 | -4 | -10% | -16% | -1 | 1.6 | 26%[2.29 µM] | -3% | 2.3 |
| CCOc1ccc(S(=O)(=O)N2CCOCC2)c2ccccc12 | -1 | -2 | -12% | -6% | -10 | 0.3 | 15% | -5% | 20 |
| Cc1nnc(SCc2nc3ccccc3nc2C)s1 | -5 | 7 | 7% | -4% | 14 | -0.2 | 9%[57.1 µM] | 0% | 1.2 |
| Cc1cc(-c2nc3ncccc3o2)ccc1NC(=O)c1ccc(Br)cc1 | -8 | 3 | -9% | 20% | x | -1.3 | 19% | 2% | -0.7 |
| CCOC(=O)CC(NC(=O)c1cc2cc(OC)ccc2oc1=O)c1ccc(OC)cc1 (configuration not stated) | -3 | 3 | -24% | 27%[11.4 µM] | x | -0.8 | 17% | 2% | -2.8 |
| Cc1ccc(CNC(=O)CN(Cc2cccs2)C(=O)C2(C)CC(=O)N=C3C=CC=CN32)cc1 (configuration not stated) | -3 | -3 | 4% | 275%[activator] | -10 | 0.4 | u | 1% | 0.1 |
| C=CCN1C(=O)C(Cc2ccc(SC(F)F)cc2)SC1=Nc1ccc(C(=O)O)cc1 (configuration not stated) | 6 | 3 | -16% | -17%[57.1 µM] | 5 | -1.1 | -1%[57.1 µM] | u | 2.5 |
| Cn1nc(C(=O)NNC(=O)C2CSC3(C)CCC(=O)N23)c2ccccc2c1=O (configuration not stated) | 6 | 1 | -19% | 3% | -3 | 0.4 | 11% | -6% | 0.3 |

Single values from above:
Cc1ccccc1/C=C/c1cccc[n+]1C in mIDH1 inhibitor has -3%
COc1cc(NC(=O)c2c(-c3ccccc3Cl)noc2C)c2ncccc2c1 in PI4K2A block has 0

Other compounds follow:
| compound | TRHR PAM | PI4K2A block | USP1-UAF1 inh | TrxR1 substrate | D2 antagonist | D2 agonist | rTrxR1 inhibitor | mIDH1 inhibitor | TRHR agonist |
| --- | --- | --- | --- | --- | --- | --- | --- | --- | --- |
| Cc1ccc(SCCC(=O)N2CCC(C)CC2)cc1 | 2 | 6 | -20% | 8%[57.1 µM] | 4 | 0.3 | 9%[57.1 µM] | 3% | -0.3 |
| CC(C)C(C(=O)Nc1ccncc1)c1ccc(Cl)cc1 (configuration not stated) | -3 | -1 | -13% | -6% | 16 | 4.8 | 20% | 0% | 7.7 |
| CCN1C(=O)[C@@H]2[C@@H](c3ccc(-c4ccccc4)cc3)N3CCC[C@@]3(C(=O)OC)[C@@H]2C1=O | x | -1 | -29% | 7% | x | x | 16% | 5% | x |
| O=c1c2ccccc2oc2nc(-c3ccco3)n(CCc3ccccc3)c(=O)c12 | 2 | x | x | x | -5 | -0.9 | x | x | 0.0 |
| COC(=O)c1cc(-c2c(-c3cc(OC)c(OC)c(OC)c3)noc2C)cc([N+](=O)[O-])c1 | -1 | 4 | 17% | -11%&-5% | 19 | 0.4 | -2%&13% | 4% | -0.6 |
| CCOC(=O)c1c(C)[nH]c(C)c1S(=O)(=O)N1CCCC(C(=O)Nc2ccc(F)cc2F)C1 (configuration not stated) | 2 | 1 | -29% | 5%[57.1 µM] | x | -0.2 | 16%[57.1 µM] | 5% | -0.2 |
| C=C(C)CSc1nnc(-c2cccc(S(=O)(=O)N(C)C)c2)n1-c1cc(OC)ccc1OC | -12 | 4 | -8% | -5% | 10 | -0.3 | -14% | 4% | -0.3 |
| CC1CCN(S(=O)(=O)c2ccc(NC(=O)CCN3C(=O)c4ccccc4C3=O)cc2)CC1 | -4 | -1 | -4% | -10% | 5 | -0.7 | 3% | -4% | -0.7 |
| COc1ccccc1OCc1ccc(C(=O)n2nc(C)c(Cl)c2C)o1 | -1 | -3 | -5% | -7% | -7 | 1.8 | -9% | 3% | 0.9 |
| COCCn1c(=O)[nH]c2cc(C(=O)Nc3cc(C)cc(C)c3)ccc2c1=O | 4 | 0 | -1% | -5% | -4 | 0.3 | 14% | -5% | 0.1 |
| COCCCNC(=O)c1ccc(CS(=O)(=O)c2ccc(OC)cc2)o1 | -13 | 4 | -4% | 2%[57.1 µM] | 1 | 0.7 | 7%[57.1 µM] | 11% | 0.0 |
| Nc1cc(C(=O)N2CCN(c3ccc([N+](=O)[O-])cc3)CC2)ccc1N1CC2CC(C1)c1cccc(=O)n1C2 (configuration not stated) | 12 | 17 | -12% | -14% | -62 | -0.7 | -13% | 0% | 0.1 |
| COc1ccccc1C1(CC(=O)N2CCCCC2)CCOC(C(C)C)C1 (configuration not stated) | -4 | 0 | -9% | 0% | 11 | -1.2 | 34% | 0% | 1.9 |
| CN1CCN(S(=O)(=O)c2ccc(CNC(=O)c3ccccc3)s2)CC1 | 7 | -1 | -14% | -9% | -18 | -0.3 | -33% | 0% | -0.1 |
| CC(NC(=O)c1ccc(N2Cc3ccccc3Oc3ncccc32)s1)c1ccccc1 (configuration not stated) | 13 | -9 | u | 11%[57.1 µM] | x | -0.2 | 17%[57.1 µM] | -5% | 0.0 |
| COC(=O)CSC1=C(C#N)C(c2ccc(C)cc2)C2=C(CCCC2=O)N1 (configuration not stated) | 6 | 5 | -9% | -4% | x | x | -19% | 7% | -0.4 |
| Cc1c(O)ccc2c(CN(C)Cc3ccccc3)cc(=O)oc12 | 0 | -2 | -21% | 24% | x | x | 9% | 2% | 0.4 |
